RAM inhibit = inhibitors of the yeast RAM network, primary screen, dse1pr::URA3 reporter, 5-FOA selection | S. cerevisiae dse1pr::URA3 reporter, 5-FOA growth OD615, 2 d; analog-sensitive cbk1-as2 kinase mutant strain | inhibition, % at 50 µM | actives 1.8% (n = 190,000) | AID 868, 2007;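 active = inhibition above a set limit, 3 SD over mean compound inhibition, cut at about 8.4% in these data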;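 also: 0% = DMSO-only wells with no growth and 100% = 10 µM 1-NA-PP1 full growth; inhibition rescues growth on 5-FOA so higher OD means more RAM inhibition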
TNAP act hiacc = TNAP activators at high phosphate acceptor level, primary screen, biochemical, luminescence, uHTS; Alkaline phosphatase, tissue-nonspecific isozyme (Homo sapiens), P05186; purified TNAP, CDP-star luminescence, 1 M DEA, 30 min; active compounds read high; 0 = EDTA background, 1 = DMSO-only activity; activation factor at 20 µM; 200,000 tested, under 10 active;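 active = activation factor at least 2 at 20 µM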
Target sequence (P05186 whole entry, looked up): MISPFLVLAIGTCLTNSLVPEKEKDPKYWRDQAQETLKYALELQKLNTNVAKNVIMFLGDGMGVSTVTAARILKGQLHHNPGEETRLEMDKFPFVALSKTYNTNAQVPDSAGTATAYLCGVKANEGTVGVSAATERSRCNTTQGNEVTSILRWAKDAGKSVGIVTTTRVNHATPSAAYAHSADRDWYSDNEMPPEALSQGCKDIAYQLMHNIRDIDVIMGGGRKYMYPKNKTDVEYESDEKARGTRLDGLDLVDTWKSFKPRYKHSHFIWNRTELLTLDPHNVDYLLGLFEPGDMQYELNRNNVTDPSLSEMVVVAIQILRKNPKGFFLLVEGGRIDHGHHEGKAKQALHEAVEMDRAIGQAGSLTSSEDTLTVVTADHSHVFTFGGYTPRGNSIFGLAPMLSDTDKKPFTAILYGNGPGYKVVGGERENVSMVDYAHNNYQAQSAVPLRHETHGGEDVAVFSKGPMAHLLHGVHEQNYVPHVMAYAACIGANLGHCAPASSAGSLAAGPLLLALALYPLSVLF
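system = human TNAP | amount = enzyme diluted 1/800 final | reagent = 100 µM CDP-star substrate | signal = luminescent substrate turnover signal | dosing = one dose, 20 µM | benchmarks = EDTA negative control, DMSO positive control | measure = activation factor | timing = 30 min reaction, room temperature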
L major viab = Leishmania major promastigote growth inhibition, primary screen; Leishmania major promastigotes, resazurin fluorescence viability; inhibition, % at 10 µM; AID 1063, 2008; actives 9% (n = 200,000); in the data active = inhibition above about 50%;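 also: promastigotes grown with compound for 44 hours at 28 °C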
APP transl inh = inhibitors of APP translation via 5'UTR reporter, primary screen, APP 5'UTR luciferase, SH-SY5Y cells | SH-SY5Y APP 5'UTR-luciferase reporter, luminescence | inhibition, % at 2 µM | actives 0.82% (n = 190,000);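 active = inhibition above a set limit, derived from the sample mean plus 3 SD, cut at about 45% in these data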; also: values of inactives mirror those of a sister screen read the other way
TNAP inh no acc = human TNAP enzyme inhibitors, primary screen, biochemical, luminescent, no phosphate acceptor, uHTS | Alkaline phosphatase, tissue-nonspecific isozyme (Homo sapiens), P05186 | purified TNAP, CDP-star luminescence, 30 min | inhibition, % at 20 µM | actives 0.26% (n = 200,000) | AID 1012, 2008;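 active = tissue-nonspecific alkaline phosphatase inhibition above about 50% at 20 µM in the single-dose screen, limit read from the data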;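 also: 0% = DMSO negative control and 100% = EDTA positive control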
FLuc inhib CS = firefly luciferase enzyme inhibitors, primary screen, artefact control for luciferase-based inhibitor screens, biochemical, luminescence, ATPLite; Luciferin 4-monooxygenase (Photinus pyralis), P08659; 10 min; inhibition, % at 10 µM; actives 1.5% (n = 200,000);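 active = inhibition above about 50% when tested at 10 µM, limit read from the data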
Target sequence (P08659 whole entry, looked up): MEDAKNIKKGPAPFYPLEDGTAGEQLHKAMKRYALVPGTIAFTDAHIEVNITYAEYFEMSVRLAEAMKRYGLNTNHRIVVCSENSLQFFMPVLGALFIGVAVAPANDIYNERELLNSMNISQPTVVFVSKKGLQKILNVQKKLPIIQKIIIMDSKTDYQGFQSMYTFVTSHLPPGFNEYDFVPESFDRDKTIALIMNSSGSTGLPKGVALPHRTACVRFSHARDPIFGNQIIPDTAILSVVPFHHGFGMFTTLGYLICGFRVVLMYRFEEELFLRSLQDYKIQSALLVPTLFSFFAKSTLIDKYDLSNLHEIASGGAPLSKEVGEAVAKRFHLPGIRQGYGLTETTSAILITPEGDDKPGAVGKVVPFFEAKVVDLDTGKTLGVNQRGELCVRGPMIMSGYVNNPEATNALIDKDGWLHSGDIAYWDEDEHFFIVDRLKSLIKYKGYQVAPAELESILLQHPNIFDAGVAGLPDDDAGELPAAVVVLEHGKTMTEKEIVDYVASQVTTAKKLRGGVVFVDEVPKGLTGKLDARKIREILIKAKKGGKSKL
TNAP inh hiacc = human TNAP enzyme inhibitors, primary screen, biochemical, luminescent, high phosphate acceptor level, uHTS. Alkaline phosphatase, tissue-nonspecific isozyme (Homo sapiens), P05186. purified TNAP, CDP-star luminescence, 1 M DEA. inhibition, % at 20 µM. actives 0.03% (n = 200,000). AID 1135, 2008;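 active = over 50% inhibition of tissue-nonspecific alkaline phosphatase at 20 µM in the single-dose screen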;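 also: plate controls were DMSO wells for no effect and EDTA-quenched wells as full inhibition for full effect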
FLuc stim CS = FLuc activators, initial screening, artefact control for FLuc-dependent activation tests, biochemical, ATPlite luminescence. ATPlite luciferase biochemical, 10 min; 0 = ATP-free wells, 1 = DMSO control. activation factor at 10 µM. 200,000 tested, under 10 active;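 active = luciferase activation factor, scaled between plate controls, of at least 2 with compound at 10 µM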
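Assay system: Luciferase/luciferin detection reagent, cell-free biochemical luciferase assay / Also added: ATP substrate / Schedule: 10 min at ambient temperature / Measured by: luminescence measurement of luciferase light output / Benchmarks: low control with PBS replacing ATP, high control enzyme plus ATP without compound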
bIAP act = bovine intestinal alkaline phosphatase activators, primary screen, biochemical, bovine IAP, CDP-star luminescence. actives 0.17% (n = 200,000). activation factor at 20 µM. AID 1016, 2008. alkaline phosphatase, intestinal [Bos taurus]. purified bovine IAP, 30 min; active compounds read high; fold of DMSO-control signal, blank-subtracted;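 active = activation factor of 2 or more at 20 µM, a signal rise over negative controls twice the positive control's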
bIAP inh = bovine intestinal alkaline phosphatase inhibitors, primary screen, selectivity assay for TNAP inhibitor project, biochemical, bovine IAP, CDP-star luminescence; 190,000 tested, under 10 active; purified bovine IAP, 30 min; inhibition, % at 20 µM; AID 1019, 2008; alkaline phosphatase, intestinal [Bos taurus];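 active = over 50% inhibition of intestinal alkaline phosphatase at 20 µM in the single-dose screen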
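Incubation: 30 min reaction at room temperature / Material: purified bovine intestinal alkaline phosphatase (IAP) enzyme / Input: enzyme at 1/65,000,000 dilution / Dosing: 20 µM single dose / Signal: CDP-star luminescence signal / Reagent: CDP-star chemiluminescent phosphatase substrate, 30 µM final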
Numbers without * were called inactive; . = not tested or not shown.

SMILES	RAM inhibit	TNAP act hiacc	L major viab	APP transl inh	TNAP inh no acc	FLuc inhib CS	TNAP inh hiacc	FLuc stim CS	bIAP act	bIAP inh
O=C(O)CSc1cc(C(F)(F)F)nc(-c2ccccn2)n1	2.9	1	-4	9	2	-6	-3	1.1	1	0
C#CC[N+]1(CC#Cc2ccccc2)CCOCC1	0.3	1	-4	8	-5	-7	-3	1.1	0.9	9
C=CCn1c(=O)c2ccccc2n2c(SCc3csc(-c4ccccc4)n3)nnc12	2.3	1.1	31	-15	4	-6	-10	1.1	0.9	9
Cc1cc(C)c(NN=c2c(=O)c3ccccc3c2=O)c(C)c1	1.4	0.9	-8	4	25	23	10	0.8	0.7	32
COc1ccccc1-n1c(C)nc2cc(C(=O)NCCN3CCOCC3)ccc21	-1.0	1	6	-11	-9	-3	0	1	1.1	-12
O=C(c1ccc(Cn2c(=O)[nH]c3ccsc3c2=O)cc1)N1CCN(c2ccccc2)CC1	3.1	1	8	17	-11	-9	-3	1.1	0.9	6
O=C1C2CCCCC2C(=O)N1Cc1ccccc1 (stereo not given)	2.1	1.1	-5	6	-9	-4	-5	1	1.1	-12
Cc1ccc(N2C(=O)[C@@H]3[C@H](C2=O)C2c4ccccc4C=NN2[C@@H]3C(=O)c2ccc(Cl)cc2)cc1 (stereo not given in full)	2.8	1.1	19	-4	-4	-11	-11	1.1	0.9	8
COc1ccc(S(N)(=O)=O)cc1N(C)S(=O)(=O)c1ccccc1	0.7	0.9	-7	10	1	-4	9	1	0.9	6
CCOc1cc(S(=O)(=O)NC2CCCC2)ccc1Cl	0.4	1	15	13	-8	-6	-1	1.1	0.7	33
Cc1ccc(-n2c(O)c(C=Nc3ccc(S(=O)(=O)Nc4ncccn4)cc3)c3ccccc3c2=O)cc1C	7.5	1	-5	-53	3	-5	2	1.1	1	2
NS(=O)(=O)c1cc2c(cc1C(F)(F)F)NCNS2(=O)=O	0.8	1	-4	-4	0	1	4	1	0.9	7
CC(C)N(CC#CCC(O)(c1ccccc1)C1CCCC1)CCO (stereo not given)	-0.1	1.1	28	-3	-5	-4	-10	1	1.3	-27
COc1ccc(N(C(=O)c2ccco2)S(=O)(=O)c2ccccc2)cc1	1.2	1	1	-14	-7	-4	0	1	0.9	7
CCCC(=O)N(Cc1cc2cc(C)ccc2[nH]c1=O)c1ccccc1OC	4.4	1	4	-15	-2	-4	-2	1	1	1
Cc1ccc(C(=O)COC(=O)CCc2nc3ccccc3[nH]c2=O)cc1C	3.4	1	-6	-8	-4	0	-1	1	0.9	6
CN(C)S(=O)(=O)c1cccc(NC(=O)c2cc(-c3cccs3)nc3ccccc23)c1	2.8	1	40	21	-11	-8	-1	1.1	1	-2
COc1ccc(C(C)NC(=O)c2ccccc2Cl)cc1OC (stereo not given)	0.6	1	-5	12	-12	4	1	1	0.9	12
CC(=O)NC(C)C(=O)OCC(=O)c1ccc(-c2ccccc2)cc1 (stereo not given)	2.3	1.1	-14	-2	-2	15	-8	0.8	1	3
O=C(NCCN1CCOCC1)c1ccc2c(c1)N(Cc1ccccc1F)C(=O)CS2	0.7	1.1	2	-2	-2	-12	-5	1.1	1	1
COc1cccc(-c2cc(C(=O)Nn3cnnc3)c3ccccc3n2)c1	1.0	1.1	-2	4	-4	82*	-9	0.2	1	0
O=C(C1CCC1)N1CCc2cc(S(=O)(=O)NCCN3CCN(c4ccccc4F)CC3)ccc21	0.5	1	9	3	-10	-7	-4	1.1	1.1	-6
O=C(COC(=O)c1ccccc1)c1ccc(Br)cc1	4.3	1	-5	-42	-14	56*	-2	0.4	0.9	9
CC(=O)Oc1ccc(N(C(C)=O)S(=O)(=O)c2ccc(C)c([N+](=O)[O-])c2)cc1	4.2	1	30	17	-16	-3	0	1	1	2
CCN(c1ccccc1)S(=O)(=O)c1cc(NC(=O)Nc2ccccc2C#N)ccc1Cl	2.8	1	14	-1	-17	-7	-2	1.1	0.6	45
C=C(C)Cn1c(N2CCC(Cc3ccccc3)CC2)nc2c1c(=O)[nH]c(=O)n2C	4.1	1	78*	10	-12	-8	-4	1.1	1.1	-6
O=C(c1ccco1)N(Cc1ccco1)c1ccc(O)cc1	2.6	1.1	-7	5	-11	-8	-9	1.1	1	-1
O=C(O)/C=C/C(=O)Nc1ccc(SC(F)(F)C(F)(F)C(F)(F)F)cc1	2.5	1.1	-12	-25	-9	-4	-6	1	0.9	12
O=C(NC1CC1)C1=C[C@H](C2CCCCC2)C[C@H](OCc2ccc(CO)cc2)O1	-0.1	1	25	1	0	0	1	1	1.2	-15
COc1ccc(-c2nnc(SCC(=O)N3CCOCC3)o2)cc1OC	-0.1	1.1	-5	3	-16	-3	-5	1	0.9	6
O=C(OCC(=O)N1CCOCC1)c1ccccc1Cc1ccccc1	-0.8	1	-5	-116	-5	8	2	0.9	1	-2
CCOC(=O)c1ccc(NC(=O)COc2ccccc2OC)cc1	4.8	1	3	-15	-6	-6	0	1.1	1	3
Oc1ccc(-c2nc3ccccn3c2NCc2ccco2)cc1	1.8	1	7	8	-11	0	-1	1	0.8	17
S=c1[nH]c(-c2ccccc2)cn1/N=C/c1cccc2ccccc12	1.7	0.9	-10	-17	-4	-1	5	1	0.9	6
COc1cccc(-n2ccnc2SCC(=O)N2CCCc3ccccc32)c1	1.0	1	6	-4	-10	-4	0	1	0.8	18
Cc1[nH]c2ccccc2c1C(=O)COC(=O)c1c(-c2ccccc2Cl)noc1C	4.5	1	31	5	-22	-5	-2	1.1	1	2
CN(C)c1ccc(C(CC(=O)O)C(=O)O)cc1 (stereo not given)	2.2	1.1	-4	15	-4	-2	-6	1	1	0
CC1CCN(C(=O)CSc2nnc(CNc3ccc(F)cc3)n2Cc2ccco2)CC1	2.4	1	-5	.	-8	-5	-5	1	1	2
O=C(N/N=C/c1ccccn1)c1ccc(NC(=O)c2cccc([N+](=O)[O-])c2)cc1	0.5	1	25	-26	-6	1	0	1	1.1	-8
O=S(=O)(c1cnc(Cl)c(Br)c1)N1CCCCCC1	2.5	1	-2	-2	-8	-4	-3	1	0.9	10
CC(=O)Oc1ccc2ccc(=O)oc2c1	2.3	1.1	-11	-4	-11	-7	-8	1.1	1	0
Cc1ccccc1-n1c(O)cc(=O)[nH]c1=S	0.9	1.1	0	-4	-2	-6	-8	1.1	1	-4
CCC(C)Nc1nc(-c2cccc(OC)c2O)nc2ccccc12 (stereo not given)	-0.1	1	59*	5	4	-5	-4	1	1	3
Fc1ccccc1N1CCN(CC2CC3C=CC2C3)CC1 (stereo not given)	0.4	1.1	89*	6	-8	-11	-6	1.1	1	4
Cc1ccc(N2C(=O)N(CC(=O)Nc3ccc(C)cc3C)C(=O)C2C)cc1 (stereo not given)	-1.2	1	4	-2	-3	2	-4	1	0.9	7

A draw from above in order of length of the SMILES, highest first.
SMILES	RAM inhibit	TNAP act hiacc	L major viab	APP transl inh	TNAP inh no acc	FLuc inhib CS	TNAP inh hiacc	FLuc stim CS	bIAP act	bIAP inh
Cc1ccc(N2C(=O)[C@@H]3[C@H](C2=O)C2c4ccccc4C=NN2[C@@H]3C(=O)c2ccc(Cl)cc2)cc1 (stereo not given in full)	2.8	1.1	19	-4	-4	-11	-11	1.1	0.9	8
CC(=O)Oc1ccc(N(C(C)=O)S(=O)(=O)c2ccc(C)c([N+](=O)[O-])c2)cc1	4.2	1	30	17	-16	-3	0	1	1	2
O=C(C1CCC1)N1CCc2cc(S(=O)(=O)NCCN3CCN(c4ccccc4F)CC3)ccc21	0.5	1	9	3	-10	-7	-4	1.1	1.1	-6
O=C(NC1CC1)C1=C[C@H](C2CCCCC2)C[C@H](OCc2ccc(CO)cc2)O1	-0.1	1	25	1	0	0	1	1	1.2	-15
C=CCn1c(=O)c2ccccc2n2c(SCc3csc(-c4ccccc4)n3)nnc12	2.3	1.1	31	-15	4	-6	-10	1.1	0.9	9
CC1CCN(C(=O)CSc2nnc(CNc3ccc(F)cc3)n2Cc2ccco2)CC1	2.4	1	-5	.	-8	-5	-5	1	1	2
COc1ccc(N(C(=O)c2ccco2)S(=O)(=O)c2ccccc2)cc1	1.2	1	1	-14	-7	-4	0	1	0.9	7
S=c1[nH]c(-c2ccccc2)cn1/N=C/c1cccc2ccccc12	1.7	0.9	-10	-17	-4	-1	5	1	0.9	6
O=C(OCC(=O)N1CCOCC1)c1ccccc1Cc1ccccc1	-0.8	1	-5	-116	-5	8	2	0.9	1	-2
O=C(c1ccco1)N(Cc1ccco1)c1ccc(O)cc1	2.6	1.1	-7	5	-11	-8	-9	1.1	1	-1
Fc1ccccc1N1CCN(CC2CC3C=CC2C3)CC1 (stereo not given)	0.4	1.1	89*	6	-8	-11	-6	1.1	1	4
CN(C)c1ccc(C(CC(=O)O)C(=O)O)cc1 (stereo not given)	2.2	1.1	-4	15	-4	-2	-6	1	1	0
CC(=O)Oc1ccc2ccc(=O)oc2c1	2.3	1.1	-11	-4	-11	-7	-8	1.1	1	0

Next section
SMILES	RAM inhibit	TNAP act hiacc	L major viab	APP transl inh	TNAP inh no acc	FLuc inhib CS	TNAP inh hiacc	FLuc stim CS	bIAP act	bIAP inh
O=C(O)/C=C/C(=O)Nc1ccccc1C(=O)Nc1ccccc1	0.1	1	-4	-3	-9	-5	-4	1.1	0.9	5
CC1CNCCN1S(=O)(=O)c1cccc2cnccc12 (stereo not given)	1.4	1	-4	-17	-9	-7	-1	1.1	1.2	-15
Cc1cc(C)c(NC(=O)CSc2nccn2C)c(C)c1	0.8	1	48	-6	-8	-2	-4	1	1	3
CC(C)(C)NC(=O)NC12CC3CC(CC(C3)C1)C2	5.2	1	0	0	-9	-3	-3	1	1	3
CCOC(=O)C(C(C)=O)c1nc(C)nc2c1nnn2Cc1ccccc1Cl (stereo not given)	3.9	1	9	-4	-3	-3	-4	1	0.9	13
Cc1ccccc1NC(=O)c1sc(NC(=O)COc2ccccc2)c(C#N)c1C	6.5	1	23	-3	-17	-9	-5	1.1	0.7	27
Cc1ccc(OCc2nnc(SCC(=O)NCc3ccco3)n2C)cc1	0.6	1.1	-4	-3	-9	-1	-6	1	0.9	8
O=C(Cc1ccccc1)NC(=S)Nc1ccc(N2CCCCC2)cc1	1.1	1	-9	-27	-12	-3	4	1	1	-4
